Neddylation inh: inhibitors of cullin neddylation, primary screen, biochemical, TR-FRET, uHTS, NAE and Ubc12 | calls only at 25 µM | NEDD8-conjugating enzyme Ubc12 (Homo sapiens) + NEDD8-activating enzyme E1 regulatory … | actives 0.58% (n = 360,000) | AID 651699, 2012; in the data active means inhibition above about 36%
SUMO1 PPI mod: modulators of SUMO1 protein-protein interactions, primary screen, biochemical, uHTS | actives 0.33% (n = 360,000) | inhibition, % at 20 µM | Small ubiquitin-related modifier 1 (Homo sapiens), P63165 | SUMO1 binding to a labelled peptide, TR-FRET, 1 h; in the data active means inhibition above about 37%
Target sequence (P63165 whole entry, looked up): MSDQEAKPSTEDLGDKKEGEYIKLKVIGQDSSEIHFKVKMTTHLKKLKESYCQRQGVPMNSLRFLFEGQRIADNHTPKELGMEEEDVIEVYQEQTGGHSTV
DNMT1 inh: human DNMT1 methyltransferase inhibitors, primary screen, biochemical, molecular beacon, fluorescence, HinP1I cleavage, uHTS; DNA (cytosine-5)-methyltransferase 1 (Homo sapiens), P26358; inhibition (reported as % activation of signal), % at 10 µM; actives 0.83% (n = 360,000); in the data active means inhibition above about 50%
NRP1-CendR mod: modulators of CendR peptide binding to NRP-1, primary screen, biochemical, fluorescence polarization, uHTS. Neuropilin-1 (Homo sapiens), O14786. FAM-RPARPAR peptide binding to NRP-1. inhibition, % at 25 µM. actives 0.85% (n = 360,000);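 active means inhibition or corrected inhibition above about 18%, plus a signal ratio from 0.5 to 1.5, limit read from the data, passing the limit was not always enough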; further: strong numbers were not always called active
LMPTP inh: LMPTP phosphatase inhibitors, primary screen, biochemical, fluorescence intensity, uHTS. recombinant LMPTP-A, OMFP fluorogenic substrate. AID 651560, 2012. actives 0.22% (n = 360,000). Low molecular weight phosphotyrosine protein phosphatase (Homo sapiens), P24666. inhibition, % at 20 µM;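 active means compounds that cut the enzyme signal by at least half of the control window in the single-dose screen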;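 further: plate controls were DMSO wells with enzyme plus substrate for no effect and substrate without enzyme for full effect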
Target sequence (P24666 whole entry, looked up): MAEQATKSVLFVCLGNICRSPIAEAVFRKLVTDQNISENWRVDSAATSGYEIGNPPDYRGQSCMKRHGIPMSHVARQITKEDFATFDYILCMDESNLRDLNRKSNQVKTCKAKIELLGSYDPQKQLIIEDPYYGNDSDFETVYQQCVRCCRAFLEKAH
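Buffer or medium: Bis-Tris pH 6.0, DTT, detergent; Assay system: LMPTP-A enzyme; Quantity: 0.625 nM enzyme; Detection: endpoint fluorescence intensity; Times: 50 min dark incubation at room temperature; Controls: substrate-only low control, DMSO enzyme-plus-substrate high control; Doses: single 20 µM dose; Read-out: percent inhibition versus substrate-only and uninhibited controls; Reagent: 400 µM OMFP.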
NadD block: inhibitors of S. aureus NadD, primary screen, biochemical, colorimetric, uHTS; inhibition, % at 20 µM; actives 0.78% (n = 360,000); Nicotinate-nucleotide adenylyltransferase NadD (Staphylococcus aureus N315); purified NadD enzyme, colorimetric absorbance read-out; in the data active means inhibition above about 26%; further: some compounds past the cut are filed as inactive
Tb MetRS inh: T. brucei MetRS inhibitors, primary screen, biochemical, luminescence | methionyl-tRNA synthetase (Trypanosoma brucei brucei) | purified T. brucei MetRS, ATP depletion, Kinase-Glo luminescence | inhibition, % at 11.9 µM | actives 0.4% (n = 360,000);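 active means inhibition above a per-plate cutoff of the control wells' mean inhibition plus 3 SD, cut at about 5.5% in these data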;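 further: 0% = DMSO wells median and 100% = median of wells with control inhibitor compound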
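Material: T. brucei methionyl-tRNA synthetase, purified; reagent: substrates ATP, L-methionine and bulk Escherichia coli tRNA; dosing: 11.9 µM single point; timing: 15 min plus 2 h at 25 °C; detection: luminescence of leftover ATP; evaluation: % inhibition; control set: DMSO-only wells as low control; replicates: singlicate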
Scp-1 inhibitor: Scp-1 phosphatase inhibitors, primary screen, biochemical, colorimetric, uHTS; Recombinant Scp1, phosphopeptide, malachite green phosphate absorbance; inhibition, % at 20 µM; actives 0.88% (n = 340,000);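 active means inhibition above about 50% at 20 µM, limit read from the data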;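 further: plate controls were DMSO wells with enzyme for no effect and wells lacking enzyme for full effect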
Target sequence (Q9GZU7 76-261 limits assumed): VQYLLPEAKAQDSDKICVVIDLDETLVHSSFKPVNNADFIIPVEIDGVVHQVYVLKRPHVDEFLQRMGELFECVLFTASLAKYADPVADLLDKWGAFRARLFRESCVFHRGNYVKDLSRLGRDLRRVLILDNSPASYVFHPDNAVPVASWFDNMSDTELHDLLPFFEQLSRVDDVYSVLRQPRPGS
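Times: enzyme reaction 45 min at room temperature, colour 5 min, stabilisation 30 min. Material: SCP-1 catalytic fragment, aa 76-261. Medium: Acidic Tris acetate buffer with magnesium and detergent. Signal: colorimetric free-phosphate detection, absorbance 630 nm. Read-out basis: % inhibition of SCP-1 phosphate liberation. Reagent: Phosphorylated 17-residue peptide substrate.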
SKN-1 inh: suppressors of acrylamide-induced Pgst-4::GFP reporter in worms, primary screen, SKN-1 inhibitor project, whole organism, uHTS, GFP/RFP fluorescence ratio, strain VP596. C. elegans VP596 Pgst-4::GFP/RFP ratio, 24 h. inhibition, % at 21.8 µM. actives 0.49% (n = 360,000);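 active means interference check ratio from 0.5 to 1.5 plus GFP to RFP signal ratio inhibition reaching or exceeding a fixed threshold, cut at about 30% in these data, passing the limit was not always enough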; further: some compounds called inactive have numbers as strong as hits
STEP block: STEP phosphatase inhibitors, primary screen, biochemical, fluorescence intensity, uHTS; actives 0.25% (n = 360,000); recombinant STEP, OMFP fluorogenic substrate; AID 588621, 2011; Tyrosine-protein phosphatase non-receptor type 5 (Homo sapiens), P54829; inhibition, % at 20 µM;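 active means inhibition at 20 µM, scaled per plate between control wells, above about 37%, limit read from the data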;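 further: 0% = DMSO with enzyme and substrate and 100% = substrate only without enzyme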
Target sequence (P54829 whole entry, looked up): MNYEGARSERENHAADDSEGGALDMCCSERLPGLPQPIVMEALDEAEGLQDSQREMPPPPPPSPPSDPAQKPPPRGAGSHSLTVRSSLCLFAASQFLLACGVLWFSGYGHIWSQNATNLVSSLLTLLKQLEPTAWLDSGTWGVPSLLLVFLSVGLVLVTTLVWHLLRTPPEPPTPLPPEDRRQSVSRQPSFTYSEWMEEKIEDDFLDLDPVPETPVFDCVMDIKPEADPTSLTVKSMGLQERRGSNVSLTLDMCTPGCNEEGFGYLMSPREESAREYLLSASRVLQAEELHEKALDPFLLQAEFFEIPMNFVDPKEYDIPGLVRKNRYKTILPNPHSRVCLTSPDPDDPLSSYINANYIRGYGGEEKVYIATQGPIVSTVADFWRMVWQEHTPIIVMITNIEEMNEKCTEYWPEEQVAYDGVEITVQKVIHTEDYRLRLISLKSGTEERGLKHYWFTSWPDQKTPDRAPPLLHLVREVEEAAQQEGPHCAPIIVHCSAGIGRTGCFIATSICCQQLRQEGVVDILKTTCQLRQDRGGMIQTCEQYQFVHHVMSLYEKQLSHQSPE
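Assay system: isolated STEP enzyme / Timing: 20 min at room temperature, dark / Doses: 20 µM, 1% DMSO / Technique: fluorescence intensity, excitation 480 nm, emission 540 nm / Reagent: fluorogenic phosphatase substrate OMFP at 25 µM final / Measure: percent inhibition scaled to no-enzyme and uninhibited-enzyme controls, plate-pattern corrected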
Numbers without * were called inactive; i = inactive; x = no result given. The order is random. Share with any hit: about 4.6%.

SMILES | Neddylation inh | SUMO1 PPI mod | DNMT1 inh | NRP1-CendR mod | LMPTP inh | NadD block | Tb MetRS inh | Scp-1 inhibitor | SKN-1 inh | STEP block
CC(C)(C)OC(=O)N1C(=O)[C@](OC(=O)c2ccccc2)(c2ccc(F)cc2)c2ccccc21 | i | 4 | x | 17 | 3.2 | -5 | 0.1 | x | 19 | x
Cc1ccccc1OCC(=O)N(Cc1cccs1)C1CCS(=O)(=O)C1 (stereo unspecified) | i | 2 | 0 | -3 | -1.7 | 0 | -0.6 | -2 | -2 | -1
CCOc1cc(C(=O)Nc2ccc(N3CCN(S(C)(=O)=O)CC3)cc2)cc(OCC)c1OCC | i | 7 | 7 | 2 | -2.0 | 3 | -1.8 | 0 | 5 | 0
N=c1oc2ccccc2cc1C(=O)Nc1cccc(F)c1 | i | -3 | 6 | -9 | -0.3 | 5 | -0.8 | 3 | 2 | -1
CC(C)Cc1nc2c(nnn2Cc2ccccc2F)c(=O)[nH]1 | i | -3 | -1 | -3 | 0.0 | -3 | 0.0 | 2 | 14 | -2
CCC1(CC)C(=O)NC(=S)N=C1N | i | -1 | 0 | 19 | -2.7 | -1 | -0.3 | -2 | 19 | 2
CCc1nnc(N/N=C/c2ccc(N3CCC(C)CC3)c([N+](=O)[O-])c2)n1N | i | -25 | -15 | -10 | 2.5 | 4 | 0.2 | -6 | 9 | 4
Cc1cc(C(=O)CN2C(=O)NC3(CCCCC3C)C2=O)c(C)n1Cc1cccs1 (stereo unspecified) | i | -2 | -8 | -2 | -1.2 | 1 | -1.1 | -8 | -1 | 1
C=CCn1c(SCC(=O)c2ccc(F)cc2)nnc1-c1ccc2c(c1)OCO2 | i | -1 | 1 | -3 | 0.0 | -1 | -1.3 | 0 | -5 | 1
COc1ccccc1N(CC(=O)Nc1ccccc1C(F)(F)F)S(=O)(=O)c1cccs1 | i | 0 | 1 | 2 | 1.7 | -9 | -0.3 | -4 | 0 | 1
CC1CCCN(C(=O)c2ccc(S(=O)(=O)N3CCC(c4nc5ccccc5s4)CC3)cc2)C1 (stereo unspecified) | i | 2 | -3 | 9 | 5.0 | -6 | -1.2 | -4 | 11 | 3
COc1ccc(CCNC(=O)C(=O)N/N=C/c2cccs2)cc1OC | i | -4 | -1 | 15 | 0.8 | -2 | 0.4 | -1 | -5 | -2
COC(=O)C1CN(C(=O)COc2cc(C)c(Cl)c(C)c2)c2ccccc2O1 (stereo unspecified) | i | 7 | -2 | 4 | 2.7 | -7 | -0.8 | -17 | 12 | -2
CC(C)n1cc(/C=C2/NC(=O)N(c3cccc(Cl)c3)C2=O)c2ccccc21 | i | -4 | 7 | -5 | 0.2 | 17 | -0.5 | -12 | -4 | -3
NC(=O)C1CCN(c2nc(-c3ccccc3C(F)(F)F)cs2)CC1 | i | 6 | 3 | 30* | -0.2 | -5 | 0.2 | -6 | -3 | 1
Oc1ccc(CN2CCN(c3ncccn3)CC2)cc1 | i | 1 | 1 | 18 | -1.3 | 1 | -0.3 | -4 | 8 | -2
COc1ccc(C2CC2/C(C)=N/OC(=O)C2CC2)cc1 (stereo unspecified) | i | -3 | 2 | 2 | -1.2 | 0 | -0.8 | 0 | -4 | -3
Cc1noc(C)c1C(=O)OCC(=O)NCCc1ccccc1 | i | 5 | 0 | 22 | -2.1 | 4 | -0.3 | -8 | -5 | -5
CC(C)CN1C(=O)c2ccc(C(=O)Nc3ccncc3)cc2C1=O | i | -23 | 7 | 0 | -1.9 | -1 | -1.9 | 42 | 8 | 0
CCc1ccc(NC(=O)CSc2nc3ccccc3nc2N2CCCC2)cc1 | i | -1 | -5 | 5 | 4.3 | 2 | 1.1 | -1 | 15 | 0
Cn1c(CNC(=O)c2ccc3c(c2)OCO3)nnc1SCC(=O)Nc1ccc(F)cc1 | i | 1 | 0 | 7 | -2.5 | 1 | -0.2 | -5 | 7 | -2
CC(C)C(C(=O)NC1CCCCC1)N(CC1CCCO1)C(=O)CNS(=O)(=O)c1ccc(F)cc1 (stereo unspecified) | i | -5 | -3 | 16 | -1.0 | -9 | -1.0 | -2 | 6 | 0
Cc1cn([C@H]2C[C@H](O)[C@@H](CNC(=O)CNC(=O)CN)O2)c(=O)[nH]c1=O | i | 3 | 6 | 2 | -2.1 | 3 | -1.2 | x | -13 | -1
CC(=O)N1c2ccc(S(=O)(=O)N3CCC(C(=O)NCc4ccccc4Cl)CC3)cc2CC1C (stereo unspecified) | i | 4 | -4 | 10 | 0.2 | 2 | -0.4 | -7 | 19 | 0
Cc1cc(C)cc(CC(=O)N2CCC2(C)C(=O)NS(=O)(=O)c2ccc(Br)cc2)c1 (stereo unspecified) | i | 5 | -5 | -6 | -1.3 | -6 | -0.2 | x | 4 | -2

Look-ups from the results shown.
CC(C)CN1C(=O)c2ccc(C(=O)Nc3ccncc3)cc2C1=O – SKN-1 inh: 8
CC(C)C(C(=O)NC1CCCCC1)N(CC1CCCO1)C(=O)CNS(=O)(=O)c1ccc(F)cc1 (stereo unspecified) – LMPTP inh: -1.0

(cont.)
SMILES | Neddylation inh | SUMO1 PPI mod | DNMT1 inh | NRP1-CendR mod | LMPTP inh | NadD block | Tb MetRS inh | Scp-1 inhibitor | SKN-1 inh | STEP block
COc1ccc(N2CCN(C(=O)COC(=O)CCOc3cc(C)ccc3C)CC2)cc1 | i | 2 | -2 | 1 | 0.4 | -2 | 0.1 | -8 | -2 | -1
CCCc1cc(=O)[nH]c(SCc2ccc(F)cc2)n1 | i | 3 | 1 | -1 | -0.9 | -3 | 0.4 | -2 | -7 | -2
CCOc1ccc(/C=C2/SC(=S)N(CCC(=O)Nc3ccc(C(=O)O)cc3)C2=O)cc1 | i | 61* | 28 | -10 | 64* | 38* | -0.1 | 56* | -4 | 47*
COc1ccc(C(=O)N2CC3(C)CC2CC(C)(C)C3)cc1OC (stereo unspecified) | i | 0 | 2 | 33* | 0.8 | 5 | -2.5 | 4 | -17 | 2
O=C(CSc1nnc(C2CC2)n1-c1ccccc1)N1CCCC1 | i | 2 | -3 | 14 | -1.9 | -3 | -0.3 | 1 | 8 | -5
Cc1cc(NC(=O)c2ccc(Cl)cc2)c(C(C)C)cc1O | i | 9 | -1 | -2 | -0.1 | 1 | -0.5 | 3 | -10 | -3
Cc1nn(CCc2nn[nH]n2)c2nc(-c3ccccc3)cc(C(F)(F)F)c12 | x | 4 | 2 | 1 | -0.2 | 10 | -0.5 | 64* | -1 | -3
O=C(COC(=O)c1ccccc1O)NCCC1=CCCCC1 | i | 1 | 0 | 0 | -0.1 | -5 | -0.4 | -5 | -5 | 0
COc1cc(CCC(=O)NCCc2ccc(F)cc2)cc(OC)c1OC | i | 3 | 2 | 13 | -1.9 | -6 | 0.6 | 3 | -7 | 0
O=C(Nc1ccc(C(=O)N2CCOCC2)cc1)Nc1cccc2ccccc12 | i | -17 | -2 | 3 | -0.8 | 3 | -0.1 | -6 | 14 | 1
CN(/N=C/c1ccc(Br)o1)C1=NS(=O)(=O)c2ccccc21 | x | 12 | 6 | -6 | 0.9 | -1 | 0.2 | -11 | 8 | -3
COc1ccc([C@H]2C[C@@H](n3cc(-c4ccc(F)cc4)nn3)[C@H](O)CN2Cc2cccs2)cc1 | i | 1 | -9 | -5 | -0.2 | 7 | -0.7 | x | 8 | -2
CCC(C)NC(=O)/C=C/c1ccc(S(=O)(=O)NCc2ccco2)cc1 (stereo unspecified) | i | -2 | -6 | 0 | 0.5 | 0 | -0.2 | 6 | -2 | 0
CCN(Cc1ccccc1)C(=O)Cn1c(C(C)O)nc2ccccc21 (stereo unspecified) | i | 1 | 0 | 0 | 0.8 | -3 | -0.2 | -3 | -6 | -2
O=C(Nc1ccc2oc(-c3ccncc3)nc2c1)c1ccc2c(c1)OCCO2 | i | 34 | 4 | -8 | 34 | 0 | -1.7 | 100* | 3 | 15
O=c1[nH]c2ccccc2cc1CN(Cc1ccco1)S(=O)(=O)c1ccc(F)cc1 | i | 0 | -1 | -3 | 0.9 | -5 | -0.1 | -8 | 5 | 0
Cc1ccc(OCC(=O)Nc2ccccc2[N+](=O)[O-])c(Br)c1 | i | -8 | -5 | -7 | 2.8 | 1 | -0.4 | -3 | 5 | 4
Cc1ccnc(NC(=O)CNC(=O)C23CC4CC(CC(C4)C2)C3)c1 | i | 3 | -1 | -8 | -0.5 | -2 | -0.3 | -1 | 11 | 3
CCN(CC)C(=O)Cn1cc([N+](=O)[O-])cc1[N+](=O)[O-] | i | -29 | 1 | -5 | -1.0 | 1 | 0.4 | -8 | -7 | 0
Cc1nnc(NC(=O)C2CCCN2C(=O)Nc2ccccc2)s1 (stereo unspecified) | i | -3 | 4 | 3 | -0.4 | -5 | -0.3 | 6 | 3 | -1
CN(C)CCCN(C(=O)COc1ccc(Cl)cc1)c1nc2c(F)cccc2s1 | i | 4 | 26 | -10 | -0.8 | 2 | -0.3 | -9 | -2 | 2
CC1C(=O)C(C)C(c2ccc(O)cc2)NC1c1ccc(O)cc1 (stereo unspecified) | i | -3 | -2 | 10 | -1.1 | -3 | -0.1 | -8 | -5 | -1
CC(C)NC(=O)N(C)C[C@H]1Oc2c(NS(=O)(=O)c3ccc(F)cc3)cccc2C(=O)N([C@H](C)CO)C[C@@H]1C | i | 1 | -3 | 16 | -0.1 | 1 | 0.5 | -11 | 2 | 1
COc1cccc(CNc2nc3cc(-c4ccc(OC)c(OC)c4)sc3c(=O)n2C)c1 | i | -14 | -4 | -21 | 0.9 | 0 | -0.1 | x | 25 | 0
CCOC(=O)C1CCN(C(=O)c2cc3c(ccc4ccccc43)o2)CC1 | i | -2 | 0 | 6 | 0.9 | -1 | -0.3 | -5 | 1 | 0
